TRPN1 ag = agonists of zebrafish TRPN1 channel | HEK293 zebrafish TRPN1-YFP, Fluo-8 calcium fluorescence; 100% = response to 87 µM carbachol | activation, % at 3 µM | actives 0.18% (n = 220,000);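 active = activation above its plate's cutoff, the mean activation of test wells on that plate plus 3 SD, cut at about 19% in these data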;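 also: 0% = DMSO alone and 100% = 87 µM carbachol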
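Material: zebrafish TRPN1-YFP in HEK293 cells; Doses: single test compound dose, 3 µM nominal, 0.3% DMSO; Timing: dye loading 1 h at 37 °C, then 30 min room temperature; Technique: intracellular calcium fluorescence with Fluo-8; Benchmarks: high carbachol 87 µM, low DMSO alone.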
S1P4 agonist = human S1P4 receptor agonism; O95977; S1P4-expressing cell line, agonist reporter assay; activation, % at 4.98 µM; actives 0.35% (n = 220,000); AID 1509; in the data active = activation above about 11%;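 also: 0% = DMSO vehicle and 100% = reference agonist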
Target sequence (O95977 whole entry, looked up): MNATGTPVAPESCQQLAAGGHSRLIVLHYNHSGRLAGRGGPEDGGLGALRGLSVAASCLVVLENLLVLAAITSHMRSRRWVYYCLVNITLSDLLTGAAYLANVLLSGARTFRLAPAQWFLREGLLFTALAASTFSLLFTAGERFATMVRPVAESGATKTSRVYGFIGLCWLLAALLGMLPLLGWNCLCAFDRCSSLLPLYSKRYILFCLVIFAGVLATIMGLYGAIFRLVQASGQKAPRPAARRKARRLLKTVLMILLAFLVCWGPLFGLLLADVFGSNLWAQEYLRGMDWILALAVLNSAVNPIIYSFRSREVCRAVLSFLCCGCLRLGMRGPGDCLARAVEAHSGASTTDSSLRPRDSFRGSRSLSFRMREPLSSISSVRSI
S1P4 antagonist = human S1P4 receptor antagonism. O95977. S1P4-expressing cells, antagonist mode, reporter read-out. inhibition, % at 4.98 µM. actives 0.26% (n = 220,000). AID 1510; in the data active = inhibition above about 29%;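 also: 0% = wells stimulated with agonist and 100% = vehicle wells without agonist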
Ba/F3 V617F tox = loss of viability in JAK2V617F-driven Ba/F3 cells | actives 1.1% (n = 220,000) | inhibition, % at 5.6 µM | Ba/F3 EpoR-JAK2V617F viability, ATP luminescence;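 active = inhibition above the campaign mean plus 3 SD over all tested compounds, cut at about 24% in these data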;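 also: cytokine-independent growth of Ba/F3 cells driven by EpoR plus mutant JAK2; 0% = DMSO-treated cells and 100% = JAK inhibitor I control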
TRPML3 agonist = activates the human TRPML3 channel; AID 1448; Q8TDD5; HEK293 TRPML3-YFP, Fluo-8 calcium fluorescence; 100% = the carbachol control signal; activation, % at 3 µM; actives 0.29% (n = 220,000);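 active = activation above its plate's cutoff, the mean activation of the plate's test wells plus 3 SD, cut at about 12% in these data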;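 also: 0% = DMSO only wells and 100% = carbachol wells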
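system = HEK293 cells stably carrying human TRPML3-YFP | doses = one concentration, 3 µM nominal, 0.3% DMSO | timing = dye loading 1 h 37 °C then 30 min ambient, 125 s read | detection = Fluo-8 calcium dye fluorescence, ex 470-495, em 515-575 nm | benchmarks = high control carbachol 87 µM, low control DMSO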
BaF3 parental = counter-screen for JAK2V617F inhibitors: parental Ba/F3 viability inhibitors. CellTiter-Glo ATP luminescence. inhibition, % at 5.6 µM. actives 1.1% (n = 220,000);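 active = inhibition above a per-campaign cutoff, the mean inhibition of all tested compounds plus 3 SD, cut at about 27% in these data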;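 also: 0% = DMSO wells and 100% = JAK Inhibitor I control wells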
PERK inh = blocks human PERK kinase | AID 1416 | inhibition, % at 5.6 µM | Q9NZJ5 | CHO PERK-DD fusion, SEAP luminescence translation reporter | actives 0.17% (n = 220,000);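 active = inhibition above the mean inhibition of all tested compounds plus 3 SD, set separately per screening campaign, cut at about 2.9% in these data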;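 also: PERK kinase domain activated by AP20187 dimerizer at 100 nM; 0% = DMSO with dimerizer and 100% = rapamycin at 8.4 µM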
EP2 modulator = EP2 receptor (human) modulation; induction, % at 25 µM; AID 940; actives 0.83% (n = 260,000); P43116; EP2-expressing cells, cAMP HTRF FRET, PGE2 co-stimulation;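 active = compounds whose cAMP rise, as percent of the full-agonist control response, exceeds 60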;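 also: rat C6 glioma line stably carrying human EP2 under a CMV promoter; the protocol text gives 20 µM as final concentration; 100% = response of wells given 1 µM PGE2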
Target sequence (P43116 whole entry, looked up): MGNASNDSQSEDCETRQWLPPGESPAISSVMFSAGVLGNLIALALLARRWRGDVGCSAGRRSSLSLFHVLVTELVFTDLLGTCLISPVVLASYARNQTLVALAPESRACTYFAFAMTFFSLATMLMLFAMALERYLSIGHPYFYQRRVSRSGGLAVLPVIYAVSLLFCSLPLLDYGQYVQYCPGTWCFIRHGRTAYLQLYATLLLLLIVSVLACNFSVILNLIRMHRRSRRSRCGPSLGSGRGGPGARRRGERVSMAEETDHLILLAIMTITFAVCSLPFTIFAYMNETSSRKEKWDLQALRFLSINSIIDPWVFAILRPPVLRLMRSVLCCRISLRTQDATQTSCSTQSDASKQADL
Calpain2 inh = inhibitors of pig calpain II. purified calpain II, fluorogenic peptide substrate, 30 min. inhibition, % at 16 µM. actives 0.37% (n = 220,000);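 active = inhibition above about 50%, limit read from the data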
Numbers without * were called inactive; i = inactive; x = no result given; & = joins results of further samples.

SMILES | TRPN1 ag | S1P4 agonist | S1P4 antagonist | Ba/F3 V617F tox | TRPML3 agonist | BaF3 parental | PERK inh | EP2 modulator | Calpain2 inh
Cc1ccc(S(=O)(=O)NCC(=O)N(CC(=O)NCC2CCCO2)Cc2ccco2)cc1 (centres undefined) | 0.2 | -0.3 | -13 | 5 | 0.3 | 4 | 0.6 | 19 | 18
COc1ccc(CCC(C)Nc2ccccc2F)cc1 (centres undefined) | 0.1 | 0.1 | -4 | 2 | 0.8 | 4 | 1.2 | 31 | 8
CC(=O)N1N=C(c2ccccc2OC(=O)/C=C/c2ccccc2)CC1c1ccccc1 (centres undefined) | 0.5 | 0.1 | 3 | 2 | -0.1 | -3 | 0.8 | -14 | -60
Cc1sc2ncnc(Sc3nnc4sc5ccccc5n34)c2c1C | -0.9 | 0.1 | -13 | -2 | 0.2 | 1 | 0.2 | -13 | 8
COc1ccc(Cc2nnc(N/N=C/c3ccc(Br)cc3)[nH]c2=O)cc1OC | 0.6 | 1.4 | 0 | -3 | 0.0 | 1 | 0.7 | -42 | -18
CCCN(C(=O)c1cc2c(s1)CCC2)c1c(N)n(Cc2ccccc2)c(=O)[nH]c1=O | -0.7 | -1.1 | -1 | -3 | 0.4 | -1 | 0.7 | -12 | -41
Cc1cc(NC(=O)CSc2nc3ccccc3n2CC(=O)N2CC(C)CC(C)C2)no1 (centres undefined) | 0.6 | -0.4 | -5 | 2 | 1.2 | 5 | 0.2 | 10 | 34
CCn1nnc(-c2ccccc2NC(=O)c2cnccn2)n1 | -0.3 | 0.1 | -10 | -2 | 0.6 | 4 | -0.2 | x | x
C/C(=N\NC(=O)c1c(-c2ccccc2Cl)noc1C)c1cccc(NC(=O)C(C)C)c1 | 0.9 | -0.7 | 4 | 1 | 0.2 | 6 | 0.7 | 10 | 4
Cc1ccc(-n2c(SCC(=O)Nc3ncc(Cl)cc3Cl)nc3ccccc32)cc1 | -2.0 | -0.3 | -5 | 12 | -0.3 | 14 | -1.4 | 31 | 2
CC(C)c1nc(SCC(=O)N2CCCC2)c2ccccc2n1 | -0.9 | 1.0 | 10 | 1 | 0.5 | 5 | -1.0 | -4 | -14
CC(C)=N/N=c1\scc(C)n1Cc1ccco1 | 2.4 | 1.1 | 8 | -1 | 1.1 | 1 | 0.5 | 20 | 22
CC1(C)CC(=O)C2=C(C1)OC(/N=C/N1CCCC1)=C(C#N)C2c1ccccc1 (centres undefined) | -1.5 | -0.9 | -3 | 6 | -1.3 | -2 | -2.1 | 19 | -9
CCn1c(=O)c([N+](=O)[O-])c(NCCc2ccccc2)c2ccccc21 | -0.2 | 0.3 | -10 | 0 | -1.1 | 2 | -0.6 | -9 | 9
Cc1ccc2oc(=O)cc(/C=C/c3ccccc3)c2c1 | -1.5 | 2.0 | -2 | 0 | -1.5 | 11 | 0.4 | 22 | -15
CCOc1cc(C(=O)Nc2cccc(C(C)=O)c2)ccc1OCC(=O)N1CCCCC1 | 1.3 | 1.5 | 2 | -2 | 0.8 | 1 | -0.2 | -28 | -4
CC1CCN(c2oc(-c3cccc4ccccc34)nc2C#N)CC1 | 0.8 | -0.5 | -22 | 2 | -1.0 | 2 | 0.7 | 29 | -262
Cc1nc2ccc(NC(=O)N3CCCCC3)cc2nc1C | 2.7 | 0.6 | -5 | -3 | 0.8 | -1 | -1.2 | 2 | i
Cc1ccc(S(=O)(=O)Cc2ccc(C(=O)NCc3ccc4c(c3)OCO4)o2)cc1 | 1.2 | -2.8 | -10 | -1 | 0.1 | 2 | -1.1 | -16 | 8
O=C(NC(=O)c1ccccc1N1CCCCC1)Nc1ccc(Br)cc1 | 1.2 | 1.1 | 0 | 1 | -0.8 | -3 | -0.8 | 47 | -7
O=C(NC1c2ccccc2-c2ccccc21)c1ccco1 | -0.3 | 1.1 | -4 | 0 | 0.1 | 4 | 1.2 | 2 | -15
Cc1ccc(-c2c[n+](CC(=O)Nc3nc(-c4ccc(F)cc4)cs3)c3n2CCC3)cc1 | -0.3 | -4.2 | -10 | 7 | -0.3 | 5 | -0.4 | 1 | 30
CCOC(=O)c1[nH]c(C)c(C(=O)NCc2ccc(OC)cc2)c1C | 0.8 | 1.5 | 2 | 1 | 0.8 | 6 | 0.1 | 1 | -10
Cc1cccc(C)c1NC(=S)N/N=C/c1c(Cl)cccc1Cl | 0.0 | -1.3 | -16 | 6 | -0.9 | 5 | 0.6 | 24 | 24

Three of the entries above in order of the TRPML3 agonist value, smallest number first.
mol | TRPML3 agonist
Cc1ccc2oc(=O)cc(/C=C/c3ccccc3)c2c1 | -1.5
CC1(C)CC(=O)C2=C(C1)OC(/N=C/N1CCCC1)=C(C#N)C2c1ccccc1 (centres undefined) | -1.3
Cc1cccc(C)c1NC(=S)N/N=C/c1c(Cl)cccc1Cl | -0.9

The results go on:
SMILES | TRPN1 ag | S1P4 agonist | S1P4 antagonist | Ba/F3 V617F tox | TRPML3 agonist | BaF3 parental | PERK inh | EP2 modulator | Calpain2 inh
CC(C)/C(=N\NS(=O)(=O)c1ccc(Br)cc1)c1cccs1 | -0.8 | -1.0 | 7 | 2 | 0.2 | 10 | 0.6 | 46 | -3
O=C(CSc1ccc(Cl)cc1)NNC(=O)c1cccnc1 | -0.4 | 0.1 | 1 | -1 | 0.7 | 6 | 1.3 | 10 | -9
COCCNC(=O)CN1CCC(NC(=O)Nc2ccccc2)CC1 | 1.1 | 1.1 | -3 | -2 | 0.5 | 4 | 1.1 | -7&-20 | -17
Cc1cc(Nc2ccccc2)n(C(=O)c2ccccc2)n1 | -0.7 | -5.2 | 5 | -2 | 0.5 | 6 | 0.3 | 59 | -26
Cc1c(NC2=NC(C)(C)Cc3ccccc32)c(=O)n(-c2ccccc2)n1C | 0.8 | 1.2 | -18 | -6 | 0.9 | 1 | 0.3 | 19 | -9
CCCCc1ccc(Nc2ncccc2C#N)cc1 | -2.2 | 1.9 | -9 | -2 | -0.1 | 4 | 1.1 | 12 | -9
O=C(Nc1cccc(F)c1)C1C2C=CC3(CN(CCCN4CCOCC4)C(=O)C13)O2 (centres undefined) | 2.2 | 0.8 | -10 | -2 | 0.9 | 3 | 1.0 | 0 | -23
C#CCOCCOCCOCCNc1nc(N2CCN(C(=O)[C@H]([C@@H](C)CC)n3cc([C@@H](N)CC(C)C)nn3)CC2)nc(N2CCN(C(=O)[C@H](Cc3ccc(O)cc3)n3cc([C@@H](N)CC(C)C)nn3)CC2)n1 | 1.6 | -0.4 | 7 | -3 | 0.2 | 0 | 0.8 | 17 | -35
COc1cc(C(=O)Nc2ccccn2)cc(OC)c1OC | 1.0 | 3.1 | -27 | -1 | 1.5 | 3 | -0.7 | -7 | -19
N#CCCN(Cc1cccnc1)S(=O)(=O)c1ccc(S(=O)(=O)N2CCCCCC2)cc1 | 1.2 | -1.0 | 10 | 0 | 1.1 | 1 | 1.2 | -12 | -14
Cc1nc(CSc2ccccc2)cc(=O)[nH]1 | -0.7 | -0.5 | 2 | 5 | 0.6 | 8 | -0.1 | 0 | 33
COc1ccc(-c2cc(-c3ccc(O)cc3)nc(N)c2C#N)cc1OC | 0.3 | 2.4 | 10 | 1 | -0.1 | 4 | -0.1 | -11&-60 | -208
O=C(CNC1=NCCC1)c1ccc2c(c1)OCCO2 | 0.6 | -2.1 | 1 | 4 | 0.8 | 3 | -0.5 | 4 | 4
C=CCn1c(C)cc(C(=O)Cn2ncc(Cl)c(Cl)c2=O)c1C | 0.3 | -1.0 | -2 | 6 | -0.6 | -2 | 0.1 | 26 | -45
CCCc1nnc(SCC(=O)N2CCCCC2C)n1CCOC (centres undefined) | 0.5 | 5.6 | 1 | -3 | -0.3 | 3 | 1.9 | 2&27 | 0
O=C(NNC(=O)c1ccccc1[N+](=O)[O-])c1cccs1 | -1.8 | 0.1 | 3 | 2 | 0.5 | 7 | 1.8 | 13 | 14
O=C(NCc1ccco1)c1cc(-c2cccc(Cl)c2)on1 | -2.7 | 0.2 | -13 | -2 | -1.2 | 1 | 0.3 | -11 | 25
O=C(COc1ccc(Br)cc1)NNC(=S)NC(=O)c1ccccc1[N+](=O)[O-] | -1.4 | -1.7 | -11 | -7 | -0.9 | 4 | 1.6 | -1 | -21
COC(=O)CC1SCCNC1=O (centres undefined) | 0.8 | -0.1 | -4 | -2 | 0.5 | -2 | -0.3 | 19 | 1
O=C(CN1C(=O)c2ccccc2S1(=O)=O)c1ccccc1 | 0.4 | 0.6 | -13 | -5 | 0.2 | 0 | 0.5 | 21 | 22
O=C1/C(=C/c2cccnc2)SC(=S)N1CCc1ccccc1 | 0.7 | -0.8 | -2 | -5 | 0.3 | 1 | 0.8 | 15 | -10
COC(=O)c1c(C)[nH]c(C(=O)OCC(=O)NCC(C)C)c1C | -1.5 | 3.7 | -18 | -3 | 0.1 | 3 | -0.8 | -3 | -56
COc1ccc2c3c([nH]c2c1)C(C)N(C(C)=O)CC3 (centres undefined) | 2.4 | -0.8 | -22 | -1 | 0.4 | -9 | 0.0 | 20 | -24
O=C1c2[nH]nc(-c3ccccc3O)c2C(c2cccc(Cl)c2)N1Cc1ccco1 (centres undefined) | -0.7 | -2.3 | 1 | -4 | -0.1 | 0 | 0.1 | 17 | -96
CCOC(=O)c1ccc(-c2ccc(/C=N/NC(=O)CN(c3ccccc3Cl)S(C)(=O)=O)o2)cc1 | 1.0 | -0.9 | -24 | -1 | 0.7 | 5 | 0.7 | -3 | -36
CN(Cc1ccccc1)C(=O)COC(=O)c1cncc(Br)c1 | 1.2 | 2.2 | -18 | -2 | 0.1 | 12 | -0.2 | 3 | -13
CCOC(=O)C1NC(=O)CC1c1ccccc1 (centres undefined) | -0.3 | -1.1 | -14 | 2 | 0.5 | 2 | 0.5 | 10 | -34
O=C(Nc1ccccn1)C1CCN(S(=O)(=O)c2cccc3nonc23)CC1 | 2.9 | -2.5 | 18 | 1 | 0.6 | 3 | -1.0 | 0 | -15
CCc1cccc2c(C=C(C#N)C#N)cn(CC(=O)N3CCCCC3)c12 | 1.6 | 0.3 | -14 | -3 | 1.2 | 8 | 0.3 | 10 | -33
O=C(COC(=O)c1ccccc1O)Nc1ccc(OC(F)F)cc1 | 0.6 | -1.2 | -19 | -2 | 0.4 | 2 | 2.0 | -1 | -16
Cc1[nH]c2c(Br)cccc2c1[C@H]1[C@@H](CC#N)C1(C)C | -0.1 | 0.1 | 4 | -1 | -0.4 | 2 | -0.1 | 9 | -10
COC(=O)c1sc(C(F)(F)F)c(-c2ccccc2)c1S(=O)(=O)N1CCCC1 | -2.3 | 2.1 | 4 | -2 | 3.7 | 3 | -1.7 | 31 | 9
Cn1nc(CC(=O)NCc2ccc(F)cc2)c2ccccc2c1=O | 3.8 | -1.8 | 7 | -2 | 0.7 | 6 | 0.2 | 12 | -13
CCOC(=O)CNC(=O)CSc1nnnn1-c1cc(C)ccc1C | -0.6 | -2.3 | -10 | -4 | 1.5 | 4 | 1.2 | -5 | -10
CCCCCC(=O)NN=C1CCN(Cc2ccccc2)CC1 | -1.3 | 0.8 | -23 | -2 | 0.3 | 4 | 2.0 | 20 | -4

Screening data: PubChem, several laboratories
